# Source: PubChem BioAssay
# GluA2 TARP mod: modulators of GluA2-stargazin AMPA receptor complexes, primary screen, cell-based, membrane potential dye. Voltage-dependent calcium channel gamma-2 subunit (Mus musculus) + Glutamate receptor 2 …. HEK293 GluA2+stargazin, membrane potential dye (FDSS), glutamate EC50; hits were called plate by plate, in both directions. calls only at 30 µM. 40,000 compounds, 3.5% hits;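 active = any of four per-well response measures lying three or more SD from its plate-wide compound average, in either direction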
# Target sequence (O88602 whole entry, looked up): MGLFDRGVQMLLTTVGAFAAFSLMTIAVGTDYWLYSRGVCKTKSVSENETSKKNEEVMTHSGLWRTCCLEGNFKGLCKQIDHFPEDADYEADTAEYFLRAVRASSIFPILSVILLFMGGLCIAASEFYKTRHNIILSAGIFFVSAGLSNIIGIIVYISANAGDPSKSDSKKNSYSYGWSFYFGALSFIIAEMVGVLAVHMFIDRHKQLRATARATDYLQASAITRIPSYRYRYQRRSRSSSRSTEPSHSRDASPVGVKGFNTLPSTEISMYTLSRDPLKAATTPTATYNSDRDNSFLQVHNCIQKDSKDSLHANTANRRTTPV
# Target sequence (P19491 whole entry, looked up): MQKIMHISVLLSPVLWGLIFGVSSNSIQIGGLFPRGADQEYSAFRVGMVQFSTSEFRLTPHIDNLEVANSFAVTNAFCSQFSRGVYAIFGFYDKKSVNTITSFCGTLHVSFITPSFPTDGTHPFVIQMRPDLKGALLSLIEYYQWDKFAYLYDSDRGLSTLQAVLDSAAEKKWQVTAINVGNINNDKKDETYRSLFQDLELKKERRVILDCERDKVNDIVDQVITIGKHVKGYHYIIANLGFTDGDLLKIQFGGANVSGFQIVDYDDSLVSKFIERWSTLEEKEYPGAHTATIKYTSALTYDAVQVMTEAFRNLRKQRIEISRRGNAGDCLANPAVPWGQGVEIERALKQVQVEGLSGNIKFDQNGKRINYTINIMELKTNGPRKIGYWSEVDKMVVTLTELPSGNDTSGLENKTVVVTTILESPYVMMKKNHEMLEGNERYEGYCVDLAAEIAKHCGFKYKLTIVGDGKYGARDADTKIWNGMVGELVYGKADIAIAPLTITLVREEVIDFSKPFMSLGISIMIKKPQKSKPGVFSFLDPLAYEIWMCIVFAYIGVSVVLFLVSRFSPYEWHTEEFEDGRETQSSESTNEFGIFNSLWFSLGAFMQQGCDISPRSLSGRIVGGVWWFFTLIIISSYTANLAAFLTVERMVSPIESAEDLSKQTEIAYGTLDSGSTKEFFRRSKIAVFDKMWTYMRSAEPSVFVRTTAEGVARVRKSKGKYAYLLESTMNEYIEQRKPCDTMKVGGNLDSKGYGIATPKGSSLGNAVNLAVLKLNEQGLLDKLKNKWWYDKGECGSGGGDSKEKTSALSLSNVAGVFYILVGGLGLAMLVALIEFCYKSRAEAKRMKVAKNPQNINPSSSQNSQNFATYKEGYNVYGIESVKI
# GluA2 TARP mod agonism max-min: recorded beside GluA2 TARP mod, whose call it bears; compound max-min signal; compound-alone response (agonism);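 unitless range of fluorescence divided by baseline over first 100 seconds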
# GluA2 TARP mod glutamate slope: second read-out of GluA2 TARP mod, no call of its own (marks repeat the call); glutamate slope, % of max; measured here: glutamate response slope, % max;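 scaled per plate between vehicle wells and maximal 1 mM glutamate control wells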
# Starred values were filed as active, the others as inactive; i = inactive; + = active, no number; & = joins results of further samples. These rows are one share of the data; the hit share may differ from the screen's.
molecule	GluA2 TARP mod	GluA2 TARP mod agonism max-min	GluA2 TARP mod glutamate slope
CS(=O)(=O)c1ccc2nc(NC(=O)c3ccc(=O)n(Cc4ccc(Cl)cc4)c3)sc2c1	+	0.22*	42*
CCCc1ccc(S(=O)(=O)NCC2CCN(Cc3ccco3)CC2)cc1	+	0.21*	52*
Cc1ccc(N=c2scc(C)n2CCCO)c(C)c1	i	0.072	66
COc1ccccc1N1C(=NC(=O)c2cccc(C)c2)SC2CS(=O)(=O)CC21 (configuration not stated)	i	0.12	66
COc1cccc(C(CNC(=O)c2ccc(Br)cc2)N2CCOCC2)c1 (configuration not stated)	i	0.061	47
CC(=O)N1CCN(c2cc3c(cc2F)c(=O)c(C(=O)Nc2nccs2)cn3C2CC2)CC1	i	0.12	61
COc1cccc(OCCN2CCN(C(=O)c3cc4cc([N+](=O)[O-])ccc4oc3=O)CC2)c1	i	0.086	44
CCc1nc(NCCC(=O)O)c2oc3ccccc3c2n1	i	0.1	60
COc1cccc(CNC(=O)Cn2c(=O)n(C(C)C)c(=O)c3nscc32)c1OC	i	0.089	53
O=C1CN(Cc2ccc3c(c2)OCO3)C2CS(=O)(=O)CC2N1c1cccc(Cl)c1 (configuration not stated)	i	0.068	67
CCCCOc1ccc(NC(=O)Nc2ccc3c(c2)CN(C(=O)CC)CC3)cc1	i	0.073	50
COc1cccc(C(=O)NCCOc2ccc(F)cc2)c1	i	0.092	63
COc1ccccc1OCC(=O)Nc1cc(C2CC2)nn1-c1nc(C)cc(=O)[nH]1	i	0.15	69
O=C(NCC(O)(c1ccccc1)C1CC1)c1ccsc1 (configuration not stated)	i	0.078	52
CCC(CO)NC(=O)C(=O)Nc1c2c(nn1-c1cccc(Cl)c1)CS(=O)(=O)C2 (configuration not stated)	i	0.096	92
Cc1ccc(OCC(O)Cn2c(N3CCCC(C)C3)nc3c2c(=O)n(C)c(=O)n3C)cc1C (configuration not stated)	i	0.1	53
CCOc1cccc2cc(S(=O)(=O)c3ccc(OC)c(OC)c3)c(=O)oc12	i	0.078	54
COc1ccc(NC(=O)N2CCN(c3ccc4nnc(C)n4n3)CC2)cc1OC	i	0.079	39
O=C(NCCNc1ccc(Nc2ccncc2)nn1)Nc1ccc2c(c1)OCCO2	i	0.11	38
CC(O)CNc1nc2c(c(=O)[nH]c(=O)n2C)n1Cc1ccc(F)cc1 (configuration not stated)	i	0.11	62

# Complete entries, quoted from the list. Order of values: GluA2 TARP mod | GluA2 TARP mod agonism max-min | GluA2 TARP mod glutamate slope
# Listed for CCOc1cccc2cc(S(=O)(=O)c3ccc(OC)c(OC)c3)c(=O)oc12 = i | 0.078 | 54
# Listed for Cc1ccc(OCC(O)Cn2c(N3CCCC(C)C3)nc3c2c(=O)n(C)c(=O)n3C)cc1C (configuration not stated) = i | 0.1 | 53
# Listed for CC(O)CNc1nc2c(c(=O)[nH]c(=O)n2C)n1Cc1ccc(F)cc1 (configuration not stated) = i | 0.11 | 62
# Listed for CCC(CO)NC(=O)C(=O)Nc1c2c(nn1-c1cccc(Cl)c1)CS(=O)(=O)C2 (configuration not stated) = i | 0.096 | 92

# Remaining list, next part.
molecule	GluA2 TARP mod	GluA2 TARP mod agonism max-min	GluA2 TARP mod glutamate slope
Cc1[nH]c2ccccc2c1C(c1ccc(O)cc1)c1c(C)[nH]c2ccccc12	i	0.077	53
O=C(NC1CCCCC1N1C(=O)CSC1=O)c1ccc(Cl)s1 (configuration not stated)	i	0.09	68
CN(C)C(CNC(=O)Cc1cccc2ccccc12)c1ccc(F)cc1 (configuration not stated)	i	0.08	62
Cc1ccccc1Cn1cc(C(=O)Nc2cccc([N+](=O)[O-])c2)ccc1=O	i	0.16	53
CN1CCOc2ccc(NS(=O)(=O)c3ccccc3)cc2C1=O	+	0.058*	68*
CC1CCCC1OCC(O)CN1C(C)(C)CCCC1(C)C (configuration not stated)	i	0.057	53
CC(O)(CNC(=O)NCc1cccs1)c1ccc2c(c1)OCO2 (configuration not stated)	i	0.1	45
Cc1nn(C(=O)N2CCOCC2)c(C)c1CN1C(=O)c2ccccc2C1=O	i	0.094	69
CCN(CC)S(=O)(=O)c1cc(C(=O)Nc2ccc(Cl)cn2)ccc1OC	i	0.069	1
CCOc1ccc2ccccc2c1C(=O)NCC(c1ccccc1)N(C)C (configuration not stated)	i	0.097	47

# Some of these compounds in order of count of non-hydrogen atoms, descending.
molecule	GluA2 TARP mod	GluA2 TARP mod agonism max-min	GluA2 TARP mod glutamate slope
Cc1[nH]c2ccccc2c1C(c1ccc(O)cc1)c1c(C)[nH]c2ccccc12	i	0.077	53
Cc1nn(C(=O)N2CCOCC2)c(C)c1CN1C(=O)c2ccccc2C1=O	i	0.094	69
CCN(CC)S(=O)(=O)c1cc(C(=O)Nc2ccc(Cl)cn2)ccc1OC	i	0.069	1
CC(O)(CNC(=O)NCc1cccs1)c1ccc2c(c1)OCO2 (configuration not stated)	i	0.1	45
O=C(NC1CCCCC1N1C(=O)CSC1=O)c1ccc(Cl)s1 (configuration not stated)	i	0.09	68
CC1CCCC1OCC(O)CN1C(C)(C)CCCC1(C)C (configuration not stated)	i	0.057	53

# The list goes on:
molecule	GluA2 TARP mod	GluA2 TARP mod agonism max-min	GluA2 TARP mod glutamate slope
CS(=O)(=O)N1CCC(C(=O)NCCc2csc3nc(-c4cccs4)nn23)CC1	i	0.11	55
CSc1ccccc1C(=O)NCc1n[nH]c(=O)c2ccccc12	i	0.13	48
O=C(CCc1ccccc1)Nc1cccc(N2CCCCC2=O)c1	i	0.094	50
COc1ccc(S(=O)(=O)NCC2CCN(C(=O)c3cccnc3SC)CC2)cc1Cl	i	0.091	36
O=C(c1ccc([N+](=O)[O-])o1)N1CCN(c2ncnc3c2nnn3-c2cccc(F)c2)CC1	i	0.13	57
COc1ccc(C(=O)CN2CCN(S(=O)(=O)c3ccc(C(C)C)cc3)CC2)cc1OC	i	0.072	37
CC(C(=O)Nc1ccon1)N1C(=O)c2ccccc2S1(=O)=O (configuration not stated)	i	0.1	49
COC(=O)c1scc(-c2ccccc2)c1S(=O)(=O)Nc1ccc(OC)c(Cl)c1	i	0.11	68
COc1ccc(NC(=O)Nc2ccc3c(c2)CC(=O)N3C)cc1	i	0.11	55
Cc1cc(C(=O)N2CCN(C)CC2)nn1CC(=O)N1CCc2ccccc21	i	0.082	61
COC(=O)N1CCC(CNC(=O)C(=O)NCCc2ccccc2)CC1	i	0.089	59
COCCCNC(=O)C(=O)Nc1ccc([N+](=O)[O-])cc1C	i	0.2	70
CC(C)(C)C(=O)N1CCN(Cc2nnnn2-c2ccccc2)CC1	i	0.06	55
O=C(Cn1c(=O)c2sccc2n(Cc2cccc([N+](=O)[O-])c2)c1=O)NCc1ccccc1Cl	i	0.11	61
O=C(NC1CC1)c1ccc(N2CCCCS2(=O)=O)cc1	i	0.089	37
O=C(NCc1ccc2c(c1)OCO2)c1ccc(Cl)c(S(=O)(=O)N2CCCC2)c1	i	0.06	86
COc1ccc(SCC(=O)Nc2nc(-c3nc4ccccc4s3)cs2)cc1	i	0.079	63
COc1ccc(Cl)cc1C(=O)NCCCN1CCOC(c2ccccc2)C1 (configuration not stated)	i	0.045	36
O=C(Cn1nc(-n2cccn2)ccc1=O)Nc1cc(C(F)(F)F)ccc1Cl	i	0.13	32
CN(C)C(CNS(=O)(=O)c1cccc([N+](=O)[O-])c1)c1ccco1 (configuration not stated)	i	0.11	58
Cc1ccc2c(c1)CCCN2C(=O)C1CCN(c2ccc(-c3ccccc3C)nn2)CC1	i	0.081	65
O=C(Nc1ccccc1Br)NC1(c2nc(-c3cccnc3)no2)CCCCC1	i	0.069	48
O=C(NCC(c1cccc2ccccc12)N1CCOCC1)C(=O)Nc1ccccc1Cl (configuration not stated)	i	0.088	53
Cc1ccc(NC(=O)Nc2ccc(Nc3cc(-n4ccnc4)ncn3)cc2)cc1F	i	0.072	45
Cc1ccc(-n2nnc(C(=O)Nc3nccs3)c2C)cc1Cl	i	0.078&0.038	42&77
C=C(C)Cn1c(NCc2ccco2)nc2c1c(=O)[nH]c(=O)n2C	i	0.11	67
Cn1c(=O)n(CC(N)=O)c(=O)c2c1nc1n(-c3ccccc3Cl)c(-c3ccccc3)cn21	i	0.048	0
Cn1c(=O)[nH]c(=O)c2c1nc(NCCCN1CCOCC1)n2CC(O)c1ccccc1 (configuration not stated)	i	0.12	61
COc1cc(C(=O)Nc2ccc(C)cc2C)cc(OC)c1OC	i	0.031	34
COc1cccc(C(CNC(=O)Cc2cccc3ccccc23)N2CCOCC2)c1 (configuration not stated)	i	0.058	63

# Brought forward from above: two entries, then new ones.
molecule	GluA2 TARP mod	GluA2 TARP mod agonism max-min	GluA2 TARP mod glutamate slope
COc1cc(C(=O)Nc2ccc(C)cc2C)cc(OC)c1OC	i	0.031	34
COc1cccc(C(CNC(=O)Cc2cccc3ccccc23)N2CCOCC2)c1 (configuration not stated)	i	0.058	63
COc1ccc(-c2cc(CC(=O)N3CCOCC3)no2)cc1OC	i	0.047	34
COc1cccc(CNC(=O)C(=O)Nc2ccc(C)c(N3CCCC3=O)c2)c1	i	0.044	53
O=C(Nc1ccc2ncsc2c1)C1CCCN1S(=O)(=O)c1cccs1 (configuration not stated)	i	0.046	34
CC(C)CCNC(=O)c1ccc(C2Nc3ccccc3S(=O)(=O)N2)cc1 (configuration not stated)	i	0.046	55
CC1CCc2c(sc(NC(=O)CCCS(=O)(=O)c3ccccc3)c2C(N)=O)C1 (configuration not stated)	i	0.1	70
COc1ccc(S(=O)(=O)N2CCN(c3cccc(C(F)(F)F)c3)CC2)cc1OC	i	0.067	50
N#Cc1ccc(Cl)cc1NC(=O)C(=O)NCC1CCN(Cc2ccco2)CC1	i	0.077	58
COCC(C)(O)CNC(=O)c1snnc1C (configuration not stated)	i	0.1	65
CCOc1ccc(NC(=O)c2ccc(Oc3nccnc3N3CCCCC3)cc2)cc1	i	0.091&0.043	51&102
O=C(Cc1cccc2ccccc12)N1CCC(c2cccs2)CC1	i	0.093	73
CN(CCc1ccncc1)S(=O)(=O)c1ccc(N2C(=O)CCS2(=O)=O)cc1	i	0.068	69
CC1CCN(c2oc(-c3ccc(S(=O)(=O)N4CCC(C)CC4)cc3)nc2C#N)CC1	i	0.1	63
COc1nn(C)cc1C(=O)NCCCn1ccnc1	i	0.15	80
O=C(c1c[nH]c2ccccc12)N1CCN(Cc2nnnn2-c2ccc(F)c(F)c2)CC1	i	0.12	70
CS(=O)(=O)NCC1CCN(C(=O)c2ccccc2F)CC1	i	0.046	30
CC(C)N(Cc1ccccc1)C(=O)C(=O)c1c[nH]c2ccccc12	i	0.21	49
CCOc1ccccc1C(=O)NC1CC(=O)N(c2ccc(C)c(C)c2)C1 (configuration not stated)	+	0.1*	57*
CSc1cccc(NC(=O)N2CCN(c3cc(-n4ccnc4)ncn3)CC2)c1	i	0.11	68
O=C(Nc1cc(-c2ccccc2)nn1CCO)c1ccc2nsnc2c1	i	0.12	62
Cc1ccc(NCCNC(=O)Cc2ccccc2)nn1	i	0.13	56
O=c1nc(SCc2ccc(C(F)(F)F)cc2)c2c(n1CC1CCCO1)CCC2 (configuration not stated)	i	0.065	62
COc1cn(CC(=O)Nc2cccc3ccccc23)c(CSc2nc(C)cs2)cc1=O	i	0.025	60
COc1ccccc1C(=O)Nc1ccc(Nc2ccc(C)nn2)cc1	i	0.14	52
N#C/C(=C\N1CCN(Cc2ccccc2)CC1)C(=O)NCc1ccccc1	i	0.1	69
COc1ccc(N2CCCn3c2nc2c3c(=O)n(CC(C)C)c(=O)n2C)cc1	i	0.11	57
O=C(Nc1nnc(CCS(=O)(=O)c2ccccc2)o1)c1cccs1	i	0.097	47
Cc1ccc(S(=O)(=O)CCCC(=O)Nc2ccccc2-c2nc3ccccc3[nH]2)cc1	i	0.046	40
COc1ccc(-n2c(C)cn3c4c(=O)n(Cc5ccccc5C)c(=O)n(C)c4nc23)cc1	i	0.067	38
O=S(=O)(NCCN1CCN(c2ccccc2)CC1)c1ccc(Cl)s1	i	0.063	45
COC(=O)c1ccc(/C=C2\Oc3cc(O)ccc3C2=O)cc1	i	0.15	66
COc1coc(C(=O)Nc2ccc(C(N)=O)cc2)cc1=O	i	0.17	52
COc1cccc(-c2cc(CC(=O)Nc3ccccc3C(F)(F)F)no2)c1	i	0.086	49
COCCn1c(=O)c2c(nc3n2CC(C)CN3c2cccc(C)c2)n(C)c1=O (configuration not stated)	i	0.054	26
COc1ccc(-c2ccc(=O)n(CCNS(=O)(=O)c3ccc(C)cc3)n2)cc1	i	0.064	10
CC(C)n1nccc1-c1nnc(NC(=O)Cc2ccccc2)o1	i	0.051	27
COc1cccc(OCC(=O)N2CC(=O)Nc3ccccc32)c1	i	0.13	60
CCOCCCNc1nc2ccccc2[nH]1	i	0.055	52
O=C(C1CCCC1)N1CCc2ccc(NS(=O)(=O)c3ccc(F)c(Cl)c3)cc21	i	0.086	71
NC(=O)CCN1CCN(C(CC(=O)Nc2cccc(Cl)c2)C(=O)O)CC1 (configuration not stated)	i	0.069	70
CC(C)CCN1C(=O)C(C)(C)COc2ccc(NC(=O)COc3ccc(Cl)cc3)cc21	i	0.071	70
CC(=O)N1CCc2c(sc(NC(=O)c3ccc(S(=O)(=O)C(C)C)cc3)c2C(N)=O)C1	+	0.21*	66*
COc1ccc(S(=O)(=O)N2CCCCC2CC(=O)NCc2ccccc2Cl)cc1 (configuration not stated)	+	0.074*	84*
COC(=O)C1=C(CS(=O)(=O)c2ccc3c(c2)CCCC3)NC(=O)NC1c1ccc(O)c(OC)c1 (configuration not stated)	i	0.09	56
O=C(CN1C(=O)CCC1=O)Nc1onc2c1CSC2	i	0.092	65
